# Screens (PubChem)
# Growth percent in the NCI-60 one-dose screen (48 h, 10 µM unless noted): 100 = growth as untreated, 0 = no growth, -100 = all killed.
# NCI-H460: NCI-H460 lung cancer; actives 6.8% (n = 82,000); AID 1794736
# NCI-H23: NCI-H23 lung cancer; actives 4% (n = 80,000); AID 1794731
# NCI-H522: NCI-H522 lung cancer; actives 8% (n = 78,000); AID 1794739
# NCI/ADR-RES: NCI/ADR-RES ovarian cells; actives 4.4% (n = 81,000)
# NCI-H322M: NCI-H322M lung cancer | actives 2.7% (n = 80,000) | AID 1794733
# OVCAR-3: OVCAR-3 ovarian cancer; actives 7% (n = 79,000); AID 1794787
# OVCAR-8: OVCAR-8 ovarian cancer | actives 4.4% (n = 81,000) | AID 1794782
# OVCAR-5: OVCAR-5 ovarian cancer; AID 1794783; actives 2.9% (n = 82,000)
# NCI-H226: NCI-H226 lung cancer | AID 1794732 | actives 3.5% (n = 79,000)
# An asterisk follows results filed as active; . = no result given. Rule for the calls: active = growth percent below 10; inactive = the rest. Hits appear at their usual frequency; about 11% have a hit in one of these screens.
SMILES,NCI-H460,NCI-H23,NCI-H522,NCI/ADR-RES,NCI-H322M,OVCAR-3,OVCAR-8,OVCAR-5,NCI-H226
CCCCNc1nc2c([nH]1)c(=O)n(C)c(=O)n2C,104.6,94.0,87.8,100.4,95.7,.,94.2,101.3,76.0
COc1c(Cl)c(Cl)cc(Cl)c1Cl,110.3,95.0,81.8,99.3,106.1,106.1,96.5,99.3,94.8
COc1cc(-c2n/c(=C\c3c(O)[nH]c4ccc(Cl)cc34)cc3c2=Nc2ccccc2-3)cc(OC)c1OC,-38.0*,-2.9*,-0.6*,15.1,68.0,-57.4*,4.0*,88.6,62.6
COc1ccc(OCCCC(=O)Nc2nnc(C3CC3)s2)cc1,94.7,101.1,86.6,97.1,80.7,114.6,102.6,96.7,98.1
COc1cc(C(=O)O/N=C(\N)Cc2cccc3ccccc23)cc(OC)c1OC,-47.9*,80.7,-10.9*,59.8,18.1,6.4*,1.6*,48.0,.
CCSC(=O)NCc1ccco1,82.3,99.2,80.2,92.9,74.4,105.3,96.6,71.7,97.4
Cc1nn(-c2ccccc2)c2nc3c(cc12)C(=O)c1ccccc1-3,105.3,92.3,104.5,104.4,117.3,113.4,103.3,108.2,95.3
CC(=O)Cc1nc2c(sc3nc(C)c(Br)c(C)c32)c(=O)[nH]1,103.3,90.8,71.3,100.8,109.2,102.7,104.6,116.6,87.0
c1ccc(-c2ccnc3c2c(-c2ccccc2)nn3-c2ccccc2)cc1,104.0,95.6,91.4,97.8,98.0,116.0,95.1,100.7,97.3
O=C(CSc1nnc(-c2ccncc2)o1)N/N=C/c1ccc([N+](=O)[O-])cc1,111.0,105.3,93.0,110.9,100.4,108.3,103.9,105.0,95.1
O=C(Cc1ccccc1)c1ccc(N2CCOCC2)cc1,105.1,107.5,115.4,107.0,105.1,110.0,107.7,105.5,93.5
CCC(CC)C(=O)OCC(=O)[C@@]1(O)CC[C@H]2[C@@H]3CCC4=CC(=O)CC[C@]4(C)[C@H]3[C@@H](O)C[C@@]21C,95.2,104.5,.,89.9,106.4,110.9,95.5,95.4,64.2
COc1cc2[nH]c(=O)c3c4cccnc4cn3c2cc1OC,93.9,100.2,75.2,102.0,117.6,110.4,101.8,.,99.0
O=S(=O)(O)c1cc(O)c2c(O)cc(S(=O)(=O)O)cc2c1,94.5,96.2,93.7,99.1,98.9,103.6,105.0,110.9,85.4
COc1ccc(NC(=O)CSc2nnc(-c3ccc(-c4nc5ccccc5[nH]4)cc3)o2)cc1OC,106.9,51.3,42.9,105.5,106.7,62.6,61.7,98.6,77.1
O=C1OCC2=C1C(c1cccc(F)c1)c1cc3c(cc1N2CCO)OCCO3 (centres undefined),9.4*,25.4,17.1,6.4*,45.3,-13.9*,24.4,30.8,26.2
CCCCCCNc1nc(N2CCOCC2)c2[nH]c(NCCCCCC)nc2n1,.,-94.5*,-79.8*,-98.0*,-46.7*,-98.1*,-67.7*,-92.0*,-82.9*
COC(=O)c1c(Nc2ccc(OC)cc2)n[nH]c1N,108.7,116.8,115.2,104.8,111.8,119.1,104.2,107.0,106.8
CCCC1CCCCC1Br (centres undefined),106.9,99.2,97.5,103.1,100.4,106.2,98.0,111.2,98.3
S=c1nc[nH]c2c1ncn2C1CCCCO1 (centres undefined),104.8,103.8,76.1,104.7,159.9,120.6,99.3,108.3,92.5
CCCCCCCSc1nnc(-c2c(C)nc3ccc(C)cn23)o1,105.4,93.3,89.6,92.7,104.0,118.8,98.9,102.9,97.9
O=C1CSC(=S)N1/N=C/c1cccc(OCc2ccccc2)c1,98.9,95.8,87.4,97.6,.,107.0,104.5,105.8,87.1
c1ccc(-c2cc(-c3ccccc3)on2)cc1,90.7,92.3,81.0,97.3,95.8,110.6,98.7,97.4,101.4
Cc1cnc(C)c2ccccc12,117.8,103.0,108.0,103.7,107.8,114.1,104.3,112.6,105.9
CN(C)Cc1c(-c2ccccc2)oc(-c2ccccc2)c1Cl,103.3,98.4,92.8,102.0,106.9,122.8,102.8,104.4,104.0
# The list continues.
SMILES,NCI-H460,NCI-H23,NCI-H522,NCI/ADR-RES,NCI-H322M,OVCAR-3,OVCAR-8,OVCAR-5,NCI-H226
CC1Cc2c(nc[nH]c2=O)N(C)c2ccccc21 (centres undefined),113.2,91.3,92.0,95.0,94.6,102.4,104.4,96.4,91.8
Cn1ccnc1C(=O)/C=C/c1ccc(NC(=O)c2ccc(F)cc2)cc1,-19.7*,13.4,17.4,27.5,46.3,17.9,65.0,41.2,45.3
COc1cc(C2c3cccn3-c3ccccc3N2C(C)N2CCCC2=O)cc(OC)c1OC (centres undefined),103.2,105.7,105.4,107.3,91.4,106.1,105.0,105.2,98.0
CCOC(=O)/C=C/c1sc(-c2ccc(F)cc2)cc1N,96.8,85.3,74.6,78.8,87.6,96.7,86.3,87.4,74.3
Nc1nc2ncnc3ncn1c32,102.9,85.3,.,90.2,100.0,84.5,95.3,89.9,83.8
CC[n+]1cccc(C(N)=O)c1,99.6,103.1,96.2,105.8,101.2,112.0,104.7,94.2,95.7
C=C1C(=O)O[C@H]2[C@H]1CC/C(Cn1cc(CNC(=O)c3cc4ccccc4[nH]3)nn1)=C\CC[C@@]1(C)O[C@@H]21,101.1,84.1,-65.0*,101.1,94.7,3.4*,44.8,110.2,100.5
O=C(O)c1cn(C2CC2)c2cc(N3CCN(C(=O)CCCN4C(=O)S/C(=C/c5ccc(F)cc5)C4=O)CC3)c(F)cc2c1=O,100.6,93.5,77.1,97.4,88.5,109.3,93.2,99.0,.
CN1CCN(C(=O)[C@]2(C)CC[C@]3(C)CC[C@]4(C)C(=CC[C@@H]5[C@@]6(C)C/C(=C/c7ccco7)C(=O)C(C)(C)[C@@H]6CC[C@]54C)[C@@H]3C2)CC1,70.7,93.1,87.9,95.0,96.9,80.2,90.7,96.2,88.9
CCCN(CCC)C1N=C(C)Nc2c1sc(=O)n2-c1ccc(OC)cc1OC (centres undefined),102.5,102.2,74.8,109.8,95.7,99.5,85.0,97.4,88.6
COc1ccc(/C=C/C(C)=N/OCC(=O)O)cc1,107.7,102.6,92.8,106.2,105.7,113.4,104.6,108.5,99.6
O=C(O)CNCc1ccccc1,107.7,96.2,97.9,103.9,112.9,108.6,111.0,106.8,100.8
Cc1ccc2oc(=O)cc(CSC(=S)N3CCCCC3)c2c1,98.9,93.6,85.0,94.6,92.5,98.8,98.3,99.6,93.3
Nc1nc(-c2ccccc2)cc(-c2cc(-c3ccccc3)nc(N)n2)n1,132.3,101.0,106.3,109.4,106.8,121.9,105.8,111.9,102.4
CCOC(=O)C1=C(C)OC(N)=C(C#N)C1c1cc(=O)oc2ccc(C)cc12 (centres undefined),113.3,99.1,81.9,102.1,97.4,101.9,102.8,104.3,110.1
O=C(CN1CCN(c2cc3c(cc2F)c(=O)c(C(=O)O)cn3C2CC2)CC1)N/N=C/c1cccs1,104.3,100.6,80.8,106.5,91.1,96.1,93.4,110.5,98.7
CN(C)C1CCCC/C=C\C(=O)NC1 (centres undefined),116.0,103.2,96.1,120.2,112.0,101.9,98.4,107.1,108.1
Cc1ccc(-c2cc(-c3ccccc3Br)[nH]c(=O)c2C#N)s1,101.5,97.9,89.6,106.1,102.0,97.6,95.9,103.6,101.7
CN1CCN(C(c2ccccc2)c2ccc(Cl)cc2)CC1 (centres undefined),107.3,93.2,93.6,93.5,93.9,104.7,93.6,82.6,98.8
O=C(NCCCNc1nccc(-c2c(-c3cccc(F)c3)nc3sccn23)n1)c1ccc(C(F)(F)F)cc1,92.1,95.5,90.3,74.7,90.3,82.3,73.9,125.9,78.8
CCCCCc1ccc(S(=O)(=O)Nc2cccc(-c3csc(NC(=O)CN4CCN(CCO)CC4)n3)c2)cc1,44.4,84.7,89.1,99.0,98.6,93.2,91.4,100.5,92.3
COc1cc(-c2nnc(CNc3ccc(F)c(Cl)c3)o2)cc(OC)c1OC,107.4,94.4,74.9,107.0,104.4,106.3,102.7,99.4,.
CC(=O)Nc1ccc(-c2cc3cnc4ccccc4c3oc2=O)cc1,106.2,99.7,102.7,106.4,99.2,110.1,107.0,106.4,105.8
Cc1ccc2nc(-c3ccc(C(=O)N/N=C/c4ccc([N+](=O)[O-])cc4)cc3)[nH]c2c1,102.5,101.4,95.1,105.8,104.0,114.6,104.8,96.5,103.9
Nc1ccc(OCCOc2ccc([N+](=O)[O-])cc2)cc1,107.8,103.8,87.0,99.1,99.5,99.0,100.3,100.7,108.5
# (continued)
SMILES,NCI-H460,NCI-H23,NCI-H522,NCI/ADR-RES,NCI-H322M,OVCAR-3,OVCAR-8,OVCAR-5,NCI-H226
C/C(=N\NC(=S)Nc1cccc(Cl)c1Cl)c1sc(Nc2ccccc2)nc1C,104.3,93.8,88.1,105.8,100.0,118.0,98.5,100.7,98.1
O=C1N(Cl)C2C(N1Cl)N(Cl)C(=O)N2Cl (centres undefined),108.8,102.2,89.4,107.1,103.0,111.6,102.2,109.9,100.2
Cc1ccc(I)c([N+](=O)[O-])c1,99.4,96.0,99.4,99.6,107.8,105.6,105.8,92.7,96.4
O=[N+]([O-])c1ccc(N2CCCCC2)cc1,112.2,98.5,88.1,98.0,99.8,108.0,101.0,102.6,89.3
Cc1ccc(-c2cc(C(=O)OCc3ccc(Br)cc3)nn2-c2ccc(S(C)(=O)=O)cc2)cc1,104.0,100.1,66.3,98.3,104.1,121.3,101.9,106.1,103.2
COc1ccc(-n2c(SCC(=O)NNC(=S)NC(=O)c3ccccc3)nc3cc(OC)c(OC)cc3c2=O)cc1,51.9,89.9,94.7,57.4,77.4,92.1,75.9,92.7,81.5
c1cncc(CNc2ccccc2-c2nnc(Nc3ccc4c(c3)OCO4)o2)c1,9.9*,18.0,3.0*,19.4,46.6,-22.0*,26.1,25.2,-14.0*
Cc1ccc(S(=O)(=O)NC(CCC(=O)NC(N)=O)C(=O)NC(N)=O)cc1 (centres undefined),100.2,90.4,111.5,95.8,98.6,101.2,106.1,93.4,89.9
COc1ccc(/C=C2\N=C3N(NC4(CCCc5ccccc54)N3c3ccccc3)C2=O)cc1 (centres undefined),96.6,87.1,93.7,91.1,98.8,97.0,95.2,122.3,67.1
C#CCOc1ccc(C(Nc2cc(C)cc(C)c2)c2nnnn2C2CCCCC2)cc1 (centres undefined),88.0,88.2,84.6,75.2,90.8,104.4,90.1,93.2,86.9
CC1(C)CC[C@]2(C(=O)O)CC[C@]3(C)C(=CCC4[C@@]5(C)C[C@@H](O)[C@@H]6OC(c7ccccc7Br)OC[C@@]6(C)C5CC[C@]43C)C2C1 (some centres undefined),4.5*,.,12.1,11.5,21.2,9.3*,14.7,36.0,26.7
CC1=CCC(C(C)(C)O)CC1O (centres undefined),99.9,96.4,78.8,94.6,96.2,104.5,106.0,111.0,96.5
Cn1cc(Br)c2c3c(ccc21)[C@@H]1C=C[C@H]3O1,108.3,99.3,90.0,110.6,112.3,115.5,105.5,115.0,93.9
NC(=O)C(=O)N/N=C/c1ccc([N+](=O)[O-])o1,110.7,53.8,91.7,109.3,102.4,102.0,88.9,106.9,113.1
C=C(C)[C@@H]1CC[C@]2(C(=O)n3ccnc3)CC[C@]3(C)[C@H](CC[C@@H]4[C@@]5(C)CCC(=O)NC(C)(C)[C@@H]5CC[C@]43C)[C@@H]12,81.6,85.1,64.6,79.7,.,82.7,92.3,97.1,79.6
CC(=O)c1sc(-c2cccc(C)c2)cc1N,100.6,100.3,58.4,99.7,98.7,100.5,91.3,101.3,102.9
C/C(=C\C(=N\N=C(N)N)c1ccc(Cl)cc1)c1ccc(Cl)cc1,-66.8*,-71.5*,-88.4*,-69.6*,-36.0*,-87.7*,-80.9*,-75.5*,-69.6*
FC(F)Oc1ccc(C(Nc2ccc(Cl)cc2)c2nnnn2C2CCCCC2)cc1OC1CC1 (centres undefined),87.9,87.7,63.2,78.6,96.0,91.4,96.2,94.7,78.4
Cc1c(C(=O)Nc2ccc(C(=O)N3CCOCC3)cc2)nnn1-c1ccccc1,105.7,104.8,91.4,104.1,106.9,112.4,99.5,105.8,107.9
Cc1ccc(C(=O)N2CCN(C)CC2)cc1C#Cc1cnc2cccnn12,102.9,99.2,98.5,105.3,95.8,107.8,96.2,92.0,87.7
Oc1c(CN2CCCC2)cc(CSCc2ccccc2)c2cccnc12,2.0*,11.8,12.9,-46.4*,-0.5*,5.8*,7.9*,41.8,-4.4*
COc1ccc(C(=O)Nc2ccccc2[N+](=O)[O-])cc1,91.9,97.4,78.2,92.8,90.0,104.7,96.8,91.6,89.3
Cc1cc2c(c(C)n1)CN(C(=O)Nc1nc(-c3cncs3)ccc1N)C2,106.0,103.5,87.5,96.5,97.8,102.6,92.3,102.5,106.9

# Reformatted: results already given.
# Values run as follows: NCI-H460, NCI-H23, NCI-H522, NCI/ADR-RES, NCI-H322M, OVCAR-3, OVCAR-8, OVCAR-5, NCI-H226
> C/C(=C\C(=N\N=C(N)N)c1ccc(Cl)cc1)c1ccc(Cl)cc1
  -66.8*, -71.5*, -88.4*, -69.6*, -36.0*, -87.7*, -80.9*, -75.5*, -69.6*
> FC(F)Oc1ccc(C(Nc2ccc(Cl)cc2)c2nnnn2C2CCCCC2)cc1OC1CC1 (centres undefined)
  87.9, 87.7, 63.2, 78.6, 96.0, 91.4, 96.2, 94.7, 78.4
> Cc1c(C(=O)Nc2ccc(C(=O)N3CCOCC3)cc2)nnn1-c1ccccc1
  105.7, 104.8, 91.4, 104.1, 106.9, 112.4, 99.5, 105.8, 107.9
> Cc1ccc(C(=O)N2CCN(C)CC2)cc1C#Cc1cnc2cccnn12
  102.9, 99.2, 98.5, 105.3, 95.8, 107.8, 96.2, 92.0, 87.7
> Oc1c(CN2CCCC2)cc(CSCc2ccccc2)c2cccnc12
  2.0*, 11.8, 12.9, -46.4*, -0.5*, 5.8*, 7.9*, 41.8, -4.4*
> COc1ccc(C(=O)Nc2ccccc2[N+](=O)[O-])cc1
  91.9, 97.4, 78.2, 92.8, 90.0, 104.7, 96.8, 91.6, 89.3
